PfM18AAP inh – blocks P. falciparum M18 aspartyl aminopeptidase | inhibition, % at 7.35 µM | recombinant PfM18AAP, H-Glu-NHMec fluorogenic cleavage | 1.2% of 290,000 active;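 active = inhibition above the campaign mean inhibition over all tested compounds plus 3 SD, cut at about 28% in these data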;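 note: 0% = plate median of test compound wells and 100% = 2 mM ZnCl2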
GalR3 antag – antagonists of human GalR3. HEK293 GalR3-CNG cAMP membrane potential fluorescence; galR3 body fused to GalR1 C-terminus. O60755. 0.44% of 360,000 active. inhibition, % at 3 µM;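 active = inhibition above the screen-wide average plus 3 SD, cut at about 13% in these data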;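 note: forskolin and galanin both at EC90 stimulate the cells; cAMP rise reported by CNG channel membrane potential dye signal; 0% = forskolin plus galanin with DMSO and 100% = forskolin alone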
Target sequence (O60755 1-299 limits assumed): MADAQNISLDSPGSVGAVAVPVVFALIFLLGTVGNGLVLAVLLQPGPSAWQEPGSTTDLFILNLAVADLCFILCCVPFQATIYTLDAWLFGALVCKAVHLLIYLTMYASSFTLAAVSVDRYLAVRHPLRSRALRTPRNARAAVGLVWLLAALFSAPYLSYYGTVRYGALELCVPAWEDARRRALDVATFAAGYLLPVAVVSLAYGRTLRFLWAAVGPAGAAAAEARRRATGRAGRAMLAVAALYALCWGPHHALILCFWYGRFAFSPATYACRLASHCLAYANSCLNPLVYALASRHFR
NALP1 inh – NALP1 inhibition; S. cerevisiae NALP1/ASC/caspase-1 growth, X-gal OD620, 72 h; inhibition, % at 10 µM; 0.61% of 280,000 active; AID 2071; in the data active = inhibition mostly above about 24%, no sharp cut-off; inactive = mostly below about 32%; note: some compounds called inactive have numbers as strong as hits
MEKK2wt PB1 HTS – raises or lowers MEK5 binding to wildtype human MEKK2 PB1 domain; 1.1% of 290,000 active; binding response (% of control), % at 10 µM; Q9Y2U5; bead flow cytometry, Alexa488-MEK5 binding to MEKK2 WT; actives lie on both sides; AID 1531; in the data active = binding response below about 67% or above about 130%
OXTR potentiate – human OXTR potentiation; P30559; CHO-OTR cells, Fluo-8 calcium fluorescence, potentiator mode; 0% = oxytocin EC15, 100% = EC100; activation, % at 3 µM; 0.061% of 320,000 active; AID 2445;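 active = activation above that plate's cutoff, the mean activation of tested compounds plus 3 SD, cut at about 6.6% in these data, passing the limit was not always enough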;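 note: 100% uses oxytocin at 75 nM as the full agonist control; some results filed as inactive read as strong as hits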
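Dosing: Single dose, 3.0 µM nominal final compound concentration | Material: Human OTR in CHO cells | Technique: Kinetic Fluo-8 calcium fluorescence | Benchmarks: EC15 oxytocin alone as 0%, 75 nM oxytocin as 100% | Probe or stimulus: Oxytocin at about EC15, sub-maximal agonist stimulus | Incubation: Compound 6 min at room temperature before oxytocin, 100 s read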
MEKK2mut PB1 HTS – signal of MEK5 binding to mutant human MEKK2 PB1 domain. percent response, % at 10 µM. bead flow cytometry, Alexa488-MEK5 binding to MEKK2 mutant. 0.35% of 290,000 active; in the data active = percent response above about 24%, passing the limit was not always enough; note: inactives centre near 1; some results filed as inactive read as strong as hits
OXTR agonist – activates the human oxytocin receptor; P30559; CHO-OTR cells, Fluo-8 calcium fluorescence; normalized: DMSO 0%, oxytocin 100%; activation, % at 3 µM; 0.32% of 320,000 active;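 active = activation above the mean of all tested compounds plus 3 SD, cutoff set per screening run, cut at about 20% in these data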;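 note: peak over basal fluorescence ratio from a 100 s FLIPR kinetic read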
GPR7 antagonist – blocks human GPR7 receptor signaling. 1.1% of 290,000 active. inhibition, % at 4.4 µM. GPR7-expressing cells, fluorescence antagonist assay; in the data active = inhibition above about 16%, passing the limit was not always enough;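 note: cells stimulated with the agonist NPW; 0% = agonist with vehicle and 100% = vehicle without agonist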
Target sequence (P48145 whole entry, looked up): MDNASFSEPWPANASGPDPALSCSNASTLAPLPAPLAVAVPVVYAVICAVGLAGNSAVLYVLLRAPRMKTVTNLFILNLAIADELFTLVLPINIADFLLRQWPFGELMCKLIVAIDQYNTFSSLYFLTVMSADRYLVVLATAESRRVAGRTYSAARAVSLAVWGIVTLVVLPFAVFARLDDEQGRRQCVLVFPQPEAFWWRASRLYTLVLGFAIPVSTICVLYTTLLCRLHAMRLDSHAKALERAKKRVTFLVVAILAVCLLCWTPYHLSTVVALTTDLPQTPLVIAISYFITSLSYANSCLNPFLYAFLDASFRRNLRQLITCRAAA
V1aR counter – V1a receptor agonism, counter-screen for OXTR agonists; P37288; CHO-V1R cells, Fluo-8 calcium fluorescence, agonist mode; 0% DMSO, 100% 3 nM vasopressin; activation, % at 3 µM; 0.25% of 320,000 active; AID 2797;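 active = activation above the mean activation of all tested compounds plus 3 SD, per screening run, cut at about 20% in these data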;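 note: signal is peak over basal fluorescence ratio across a 100 second FLIPR read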
Target sequence (P37288 whole entry, looked up): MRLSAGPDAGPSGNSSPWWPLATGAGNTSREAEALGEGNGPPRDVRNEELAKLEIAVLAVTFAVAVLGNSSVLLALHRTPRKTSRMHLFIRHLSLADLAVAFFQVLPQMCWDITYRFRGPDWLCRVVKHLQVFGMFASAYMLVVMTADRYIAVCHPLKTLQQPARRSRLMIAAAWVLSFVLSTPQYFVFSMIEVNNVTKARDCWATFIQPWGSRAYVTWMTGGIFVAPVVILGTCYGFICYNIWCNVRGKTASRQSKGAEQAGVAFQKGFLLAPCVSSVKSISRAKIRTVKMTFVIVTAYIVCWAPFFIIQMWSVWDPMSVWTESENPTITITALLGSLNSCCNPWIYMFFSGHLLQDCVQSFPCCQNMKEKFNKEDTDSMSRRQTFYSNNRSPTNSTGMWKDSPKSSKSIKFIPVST
* marks the source's active call; other numbers are inactive results; . = no result given; [ ] = remark or other dose.

Start of the data: the first 10 records, ahead of the listing:
SMILES	PfM18AAP inh	GalR3 antag	NALP1 inh	MEKK2wt PB1 HTS	OXTR potentiate	MEKK2mut PB1 HTS	OXTR agonist	GPR7 antagonist	V1aR counter
Cc1ccc(S(=O)(=O)c2nc(NCCCn3ccnc3)sc2Cl)cc1	7	-7	1	104	-2	4	-0.1	-2	0.5
O=C(Nc1nnc(-c2ccc(F)cc2)o1)C1CCCN1S(=O)(=O)c1cccs1 (configuration not stated)	.	-1	.	.	-2	.	0.8	.	1.0
Cc1ccccc1NC(=O)NCc1ccccn1	.	0	.	.	-13	.	0.3	.	6.6
Cn1cnnc1SCC(=O)c1ccc2c(c1)OCCO2	-18	-2	-14	102	-2	1	0.1	0	0.1
CC(=O)Nc1cc(C(C)C)c(O)c(C(C)C)c1	18	-4	-2	103	-3	6	0.6	1	0.2
Cc1ccc(NC(=O)CN2C(=O)S/C(=C\c3ccc(OCC(=O)O)c(Br)c3)C2=O)cc1	6	-9	5	102	-13	1	-0.5	9	-0.3
CCOc1ccc(CN2CCNC(=O)C2CC(=O)OC)cc1 (configuration not stated)	-7	1	30	99	-3	-9	-0.6	-4	0.9
O=S(=O)(c1cccs1)N1CCN(c2ccccc2F)CC1	10	-8	-13	95	-5	0	0.5	-7	1.2
CN(C(=O)c1cccc(NC(=O)Cc2cccc([N+](=O)[O-])c2)c1)C1CC1	.	-7	.	.	-1	.	3.3	.	0.8
Cc1ccc(-c2nn(-c3ccccc3)cc2/C=C/C(=O)Nc2cccc(S(N)(=O)=O)c2)cc1	1	-6	-14	105	0	5	2.9	-1	1.4

The whole of this part (from the top)
SMILES	PfM18AAP inh	GalR3 antag	NALP1 inh	MEKK2wt PB1 HTS	OXTR potentiate	MEKK2mut PB1 HTS	OXTR agonist	GPR7 antagonist	V1aR counter
Cc1ccc(S(=O)(=O)c2nc(NCCCn3ccnc3)sc2Cl)cc1	7	-7	1	104	-2	4	-0.1	-2	0.5
O=C(Nc1nnc(-c2ccc(F)cc2)o1)C1CCCN1S(=O)(=O)c1cccs1 (configuration not stated)	.	-1	.	.	-2	.	0.8	.	1.0
Cc1ccccc1NC(=O)NCc1ccccn1	.	0	.	.	-13	.	0.3	.	6.6
Cn1cnnc1SCC(=O)c1ccc2c(c1)OCCO2	-18	-2	-14	102	-2	1	0.1	0	0.1
CC(=O)Nc1cc(C(C)C)c(O)c(C(C)C)c1	18	-4	-2	103	-3	6	0.6	1	0.2
Cc1ccc(NC(=O)CN2C(=O)S/C(=C\c3ccc(OCC(=O)O)c(Br)c3)C2=O)cc1	6	-9	5	102	-13	1	-0.5	9	-0.3
CCOc1ccc(CN2CCNC(=O)C2CC(=O)OC)cc1 (configuration not stated)	-7	1	30	99	-3	-9	-0.6	-4	0.9
O=S(=O)(c1cccs1)N1CCN(c2ccccc2F)CC1	10	-8	-13	95	-5	0	0.5	-7	1.2
CN(C(=O)c1cccc(NC(=O)Cc2cccc([N+](=O)[O-])c2)c1)C1CC1	.	-7	.	.	-1	.	3.3	.	0.8
Cc1ccc(-c2nn(-c3ccccc3)cc2/C=C/C(=O)Nc2cccc(S(N)(=O)=O)c2)cc1	1	-6	-14	105	0	5	2.9	-1	1.4
COc1ccc(OC)c(NC(=O)C2CCCN(S(=O)(=O)c3cccc4nonc34)C2)c1 (configuration not stated)	9	0	-6	100	-3	0	1.0	-6	0.2
COc1ccc(CC2CCOC2=O)cc1 (configuration not stated)	3	-3	-8	94	-11	-5	-0.1	-3	0.7
O=C1C=C(Nc2ccc(Cl)cc2)CC(c2ccco2)C1 (configuration not stated)	10	-4	-59	106	-1	3	0.2	-3	1.5
O=C(c1ccco1)N1N=C(c2ccc(Cl)cc2)CC1c1ccco1 (configuration not stated)	4	-7	0	95	-3	0	-2.7	-27	-0.9
CCn1ccnc1CNC(=O)C1CCC(=O)N(Cc2ccccc2F)C1 (configuration not stated)	-1	1	14	101	0	0	-1.0	-4	2.0
c1coc(-c2ccnc3nc(-n4cccc4)nn23)c1	-5	-4	20	93	-6	-5	-1.4	-13	-0.3
O=C(CN1CCN(Cc2ccc3c(c2)OCO3)CC1)Nc1cc(S(=O)(=O)N2CCCC2)ccc1Cl	-9	2	16	110	-10	1	0.8	-11	0.7
CCOc1cc(N2CCOCC2)c(OCC)cc1NC(=S)NCCCOC	2	-5	-20	98	-9	-4	0.3	-1	0.3
COc1ccc(-c2cc(C(=O)N3CCN(c4ccccn4)CC3)c3ccccc3n2)cc1	2	-4	9	101	2	5	-0.5	2	1.4
Cc1ccc(/C=C(\C#N)C(=O)NCCN2CCOCC2)cc1	3	-1	21*	97	-5	2	-0.2	-2	0.6
Cc1cc(/C=C2/NC(=S)NC2=O)c(C)n1-c1cccnc1	9	-3	-5	86	-9	-6	-0.4	4	-0.5
O=C(CCNC(=O)c1ccccc1)N/N=C/c1ccc([N+](=O)[O-])cc1	3	0	-11	102	-4	-1	-0.1	4	0.2
CCCC[C@H]1COCCS(=O)(=O)N1Cc1cccc(Cl)c1	1	-8	2	94	-7	-2	-1.5	-10	-1.0
CNC(=O)c1c(O)c2cccc3c2n(c1=O)CC3	-11	0	.	90	-1	-10	-1.0	-6	-0.3
CCOC(=O)c1cnc2nc(C)nn2c1N	-2	-3	14	100	3	-2	1.7	-5	0.9
COc1ccc(NC(=O)N2CCC(c3nc4ccccc4[nH]3)CC2)cc1	2	-4	12	92	0	-4	0.6	-15	1.1
COc1ccccc1NC(=O)C1CCN(S(=O)(=O)c2cccc3nonc23)CC1	-7	-2	12	94	-9	0	6.3	-13	8.7
CCOc1ccc(NS(=O)(=O)c2cc(NC(=O)CCS(=O)(=O)c3ccc(C)cc3)ccc2OC)cc1	7	0	21	103	-8	-1	-1.5	-4	0.4
CC1(C)Cc2ccccc2-c2nnc(C(F)(F)F)n21	-7	-3	22	84	-9	-4	-1.2	1	0.1
O=C(NC1CCCCC1)C(c1cccnc1)N(C(=O)c1ccc(Cl)nc1)C1CCCCC1 (configuration not stated)	1	-5	-3	91	5	-9	0.1	9	0.1
C=CC[C@@H](CC(=O)NCCO)C(=O)N[C@@H](COC(=O)[C@@H](CC=C)CC(=O)OC(C)(C)C)Cc1c[nH]c2ccccc12	.	-7	.	.	-7	.	-0.2	.	0.0
CCN(C(=O)c1cccc(Br)c1)c1ccccc1	-9	-5	28	102	-3	-1	-2.0	-11	-1.4
CCOC(=O)[C@H]1[C@H]2COc3ccc(Br)cc3[C@@H]2N2C(=O)c3cc(Br)ccc3NC(=O)[C@@]12C	.	-6	.	.	-9	.	-1.0	.	0.8
CCc1ccc(C(=O)COC(=O)c2cc([N+](=O)[O-])ccc2NCCO)cc1	-9	-2	28	99	-8	-2	-0.4	10	0.4
Fc1ccc(/C=N/Nc2nc(-c3cccnc3)nc3ccccc23)cc1	21	-2	24	87	-9	-15	-1.7	8	-2.5
CC1CC(C)CN(S(=O)(=O)c2ccc3c(c2)oc(=O)n3CC(=O)N(C)Cc2ccccc2)C1 (configuration not stated)	-6	5	29	101	-11	-2	-1.1	-1	-0.8
COc1ccc2nc3ccccc3nc2c1NC(=O)c1ccc(Br)cc1	1	0	0	96	4	-2	-0.5	0	0.0
COc1ccc(C)cc1NC(=O)CSc1nc2ccccc2nc1N1CCCC1	7	.	7	87	1	-5	-1.7	8	0.0
CC(=O)Nc1ccc(Nc2nnc(-c3ccc(C)c(S(N)(=O)=O)c3)c3ccccc23)cc1	3	-7	10	119	-12	14	-0.8	-11	-0.9
COC(=O)c1cc(NC2c3ccccc3C(=O)N2CCN2CCOCC2)cc(C(=O)OC)c1 (configuration not stated)	2	.	-22	115	-5	11	1.3	-8	0.7
COc1ccc(CN2CCN(C(=O)C3CCN(S(=O)(=O)c4cccs4)CC3)CC2)c(OC)c1OC	-10	-7	13	1.0*[inhibitor]	-5	-47	3.4	-4	3.5
COc1ccccc1C(=O)Nc1ccccc1C(=O)N1CCCC1	-7	2	12	102	-9	4	-0.4	5	0.1
COCCCNS(=O)(=O)c1cccc(S(=O)(=O)c2cccc(S(=O)(=O)NCCCOC)c2)c1	-8	-10	14	106	-5	5	-0.8	-2	-0.7
Clc1ccc(-c2c[nH]c3ccccc23)nn1	-9	-3	7	103	-7	-2	0.8	1	1.2
C=CCn1c(COc2ccc(Cl)cc2)nnc1SCC(=O)N/N=C/c1cccc(O)c1	-3	-1	-2	91	-13	-10	-0.7	-10	0.0
COc1ccc(C(=O)Cn2cnc3ccc(Cl)cc3c2=O)cc1F	0	-8	-12	104	-17	3	2.2	3	2.7
CC(C)C(C)NC(=O)CSc1nnc(-c2c[nH]c3ccccc23)o1 (configuration not stated)	3	1	9	97	-4	-6	1.5	1	0.9
C#CCOCCOCCOCCNc1nc(N2CCN(C(=O)Cn3cc(CCCCN)nn3)CC2)nc(N2CCN(C(=O)Cn3cc(CCCCN)nn3)CC2)n1	3	9	18	105	1	8	0.9	-9	1.1

Part of the list above, set out differently:
Order of results – PfM18AAP inh	GalR3 antag	NALP1 inh	MEKK2wt PB1 HTS	OXTR potentiate	MEKK2mut PB1 HTS	OXTR agonist	GPR7 antagonist	V1aR counter
COc1ccc(-c2cc(C(=O)N3CCN(c4ccccn4)CC3)c3ccccc3n2)cc1
→ 2	-4	9	101	2	5	-0.5	2	1.4
Cc1ccc(/C=C(\C#N)C(=O)NCCN2CCOCC2)cc1
→ 3	-1	21*	97	-5	2	-0.2	-2	0.6

(further entries)
SMILES	PfM18AAP inh	GalR3 antag	NALP1 inh	MEKK2wt PB1 HTS	OXTR potentiate	MEKK2mut PB1 HTS	OXTR agonist	GPR7 antagonist	V1aR counter
CCOc1ccc(-n2c(C)c(C(=O)OC)c3cc(O)ccc32)cc1	-1	-2	.	100	-17	12	-1.8	-34	-0.8
CCC(=O)Nc1ccc(N/C(N)=N/c2nc(C)cc(C)n2)cc1	-18	-4	29	99	1	-4	-0.4	6	2.4
COc1ccc(NC(=O)C2Cc3ccccc3C(=O)O2)cc1 (configuration not stated)	.	-1	4	92	-6	9	-0.1	.	-0.2
CCOC(=O)c1ccc(NC(=O)CCc2nc(-c3ccc(C)cc3)no2)cc1	1	-2	2	108	-6	-4	7.4	-4	7.6
COc1ccc(N2CCN(C(=O)COC(=O)COc3cccc(C(F)(F)F)c3)CC2)cc1	.	-7	.	.	-5	.	3.1	.	4.3
CCOC(=O)COc1ccc2nsnc2c1Cl	0	-1	2	98	-3	2	-0.1	-9	-0.3
O=C(OCCN1C(=O)c2ccccc2C1=O)c1ccc(S(=O)(=O)N2CCCCCC2)cc1	-8	0	10	100	-6	1	-1.2	-6	1.5
Cc1ccc(CN2CCN(/N=C/c3ccco3)CC2)c(C)c1	6	2	6	104	-16	1	-0.1	-8	-0.5
COc1ccc(C(=O)NCCNC(=O)c2cnccn2)cc1OC	6	-7	-5	100	-6	1	0.2	-8	1.3
C=CCn1c(SCC(=O)Nc2cc(C)ccc2OC)nnc1-c1ccco1	-5	-2	-7	111	-9	6	-0.6	7	-1.4
Cn1nnnc1SCc1cc(=O)n2ccsc2n1	0	-5	3	99	5	2	1.1	-7	0.8
